Compound activity from PubChem.
NF-kB expr up – compounds increasing NF-kB expression in human neuronal cells. NF-kB reporter expression; stronger effect = higher value. fold change at 12.5 µM. 190,000 compounds, 1.6% hits; in the data active = fold change above about 3.3
Diaph act CS – diaphorase activation or chemical reduction counter-screen; Diaphorase/resazurin coupled assay, resorufin fluorescence, 16 min; stronger effect = higher value; 1 = vehicle wells, 0 = NADH-free wells; 190,000 compounds, 0.005% hits; activation factor at 20 µM;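 active = diaphorase activity raised at least twofold by the compound at 20 µM; inactive = activation factor below 2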
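Assay system: Purified diaphorase enzyme from Clostridium kluyveri | Amount: Enzyme 0.07 U/mL final | Dosing: Compound 20 µM once, DMSO 1% | Timing: 16 min reaction at room temperature | Detection: Fluorescence, excitation 544 nm and emission 590 nm | Evaluation: Higher resorufin formation from activation or reduction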
FLuc act counter – firefly luciferase counter-screen for stimulation assays; 200,000 tested, under 10 active; P08659; ATPlite luciferase biochemical, luminescence, 10 min; 0 = ATP-free wells, 1 = DMSO control; activation factor at 10 µM;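 active = luciferase activation factor, scaled between plate controls, of at least 2 with compound at 10 µM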
Target sequence (P08659 whole entry, looked up): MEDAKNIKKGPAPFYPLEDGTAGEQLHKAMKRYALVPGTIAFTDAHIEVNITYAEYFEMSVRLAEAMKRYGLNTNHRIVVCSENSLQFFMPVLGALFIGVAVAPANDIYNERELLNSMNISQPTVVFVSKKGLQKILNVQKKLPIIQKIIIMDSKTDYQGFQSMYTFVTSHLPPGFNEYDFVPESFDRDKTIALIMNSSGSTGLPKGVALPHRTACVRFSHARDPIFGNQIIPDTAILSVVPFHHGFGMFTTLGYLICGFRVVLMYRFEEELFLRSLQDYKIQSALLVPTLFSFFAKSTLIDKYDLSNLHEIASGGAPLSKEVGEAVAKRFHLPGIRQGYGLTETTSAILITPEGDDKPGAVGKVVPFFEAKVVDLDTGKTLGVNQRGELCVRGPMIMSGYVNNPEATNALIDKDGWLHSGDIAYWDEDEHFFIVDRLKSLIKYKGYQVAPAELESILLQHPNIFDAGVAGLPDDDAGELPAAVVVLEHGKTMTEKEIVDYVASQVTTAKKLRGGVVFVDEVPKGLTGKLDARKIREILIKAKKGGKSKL
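Assay system: Luciferase/luciferin reagent mix; Medium: PBS as buffer for the ATP substrate; Dosing: test compounds dosed from 2 mM stocks in 100% DMSO; Times: 10 min, room temperature; Signal: luminescence from luciferase reaction; Read-out: luciferase activation; Controls: No-ATP low control, compound-free enzyme-plus-ATP high control.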
APP 5'UTR act – activates APP 5'UTR luciferase reporter; SH-SY5Y APP 5'UTR luciferase reporter, luminescence; zero percent = DMSO vehicle wells; activation, % at 2 µM; 190,000 compounds, 1% hits; AID 1276;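 active = activation above a set limit, based on mean plus 3 SD of controls, cut at about 140% in these data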; also: values of inactives mirror those of a sister screen read the other way
STAT1 activator – activators of IFN-gamma induced STAT1 signaling | activation (% of control), % at 5.5 µM | NIH 3T3 STAT1-luciferase reporter, luminescence; 100% = IFN-gamma alone, no compound | AID 932 | 200,000 compounds, 2.6% hits;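 active = activation above the screen-wide mean activation plus 3 SD, cut at about 130% in these data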;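 also: raw ratio to IFN-gamma control signal so 100% means no change and 0% no light; values of inactives mirror those of a sister screen read the other way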
FLuc inhib CS – inhibits firefly luciferase, flagging false hits in luciferase inhibition screens; AID 1006; 200,000 compounds, 1.5% hits; ATPLite firefly luciferase biochemical luminescence, 10 min; P08659; inhibition, % at 10 µM;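 active = inhibition above about 50% when tested at 10 µM, limit read from the data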
Diaph inh CS – inhibits diaphorase or chemically oxidizes, flagging diaphorase assay artifacts; inhibition, % at 20 µM; AID 1217; 190,000 compounds, 0.69% hits; diaphorase resazurin-to-resorufin fluorescence, NADH, 16 min; bacterial (C. kluyveri) enzyme, not human;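 active = primary screen inhibition at 20 µM above a set limit, cut at about 50% in these data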;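 also: plate controls were DMSO with full reaction for no effect and wells lacking NADH for full effect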
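Test system: diaphorase enzyme from Clostridium kluyveri; amount: diaphorase at 0.14 U/mL in enzyme working solution; detection: fluorescence of resorufin formed from resazurin, Ex 544/Em 590 nm; times: reaction incubation of 16 min at room temperature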
G6PDH CS – L. mesenteroides G6PDH inhibition counter-screen | Purified L. mesenteroides G6PDH, diaphorase/resazurin coupled fluorescence, 45 min | inhibition, % at 5 µM | 200,000 compounds, 0.12% hits; in the data active = inhibition above about 50%
APP 5UTR inh – APP translation inhibition. inhibition, % at 2 µM. SH-SY5Y APP 5'UTR-luciferase reporter, luminescence. AID 1285. 190,000 compounds, 0.82% hits;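 active = inhibition above a set limit, derived from the sample mean plus 3 SD, cut at about 45% in these data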; also: values of inactives mirror those of a sister screen read the other way
TLR4 MyD88 comp – TLR4-MyD88 interaction inhibition in cells | HeLa CL3-4 TLR4/MyD88 BLA complementation, FRET ratio | 200,000 compounds, 0.18% hits | inhibition, % at 8.4 µM | O00206+Q99836 | AID 861; in the data active = inhibition above about 25%;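 also: 0% = vehicle and 100% = reference inhibitor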
* marks the source's active call; other numbers are inactive results; x = not tested or not shown. Compounds were not picked by outcome; any-hit rate near 5.6%.

SMILES	NF-kB expr up	Diaph act CS	FLuc act counter	APP 5'UTR act	STAT1 activator	FLuc inhib CS	Diaph inh CS	G6PDH CS	APP 5UTR inh	TLR4 MyD88 comp
O=C(c1cc(COc2c(F)cccc2F)on1)N1CCC(c2ccccc2F)C1 (stereo unspecified)	2.5	0.8	1.1	32	132*	-6	19	7	-32	-6
O=C(c1ccc(COCC(F)(F)F)cc1)N1CCN(c2ccccn2)CC1	1.1	x	1	20	99	-2	x	2	-20	-5
CCC1(C)CC(CC(=O)O)(c2ccccc2OC)CCO1 (stereo unspecified)	1.3	0.8	1.1	-1	94	-7	16	11	1	8
Cc1cc(C)nc(SCc2ccc(C(=O)N/N=C/C3CCCCC3)cc2)n1	0.91	0.8	1	x	101	-2	17	3	x	-4
O=C(NCC1CCCO1)c1ccc2c(=O)n(-c3ccc(F)cc3)c(=S)[nH]c2c1 (stereo unspecified)	1.2	1	1.1	-11	103	-7	2	-7	11	-8
CC(CCc1ccccc1)NC(=S)NC1CCCCC1 (stereo unspecified)	1.1	0.7	1.1	13	89	-6	26	-5	-13	9
O=C(c1ccc(F)cc1)N1CCN(c2cc(N3CCCCC3)c(F)cc2[N+](=O)[O-])CC1	0.71	0.7	1	-9	103	-3	26	-45	9	1
CCN1C(=O)C(CC(=O)Nc2ccc(F)cc2)N(CCCN2CCN(c3ccc(F)cc3)CC2)C1=S (stereo unspecified)	0.72	0.9	1.1	21	99	-7	7	-3	-21	-2
O=C(Oc1c(-c2ccco2)oc2ccccc2c1=O)c1cccnc1	1	1	1	17	89	-1	0	-1	-17	6
CCOC(=O)N1CCC(NC(=O)CCC(=O)N2CCOc3ccc(C)cc32)CC1	0.95	1.1	1	3	93	-1	-9	9	-3	2
C=CCNS(=O)(=O)c1cc(S(=O)(=O)NCC=C)c(OC)cc1OC	0.96	0.9	1	-12	104	-4	5	1	12	12
Cn1ncc2c(Nc3ccc(-c4ccccc4)cc3)ncnc21	1.7	0.9	1.2	5	115	-20	10	9	-5	6
O=C1c2ccccc2C(=O)C12OC(c1ccccc1)C1(C(=O)c3ccccc3C1=O)C2c1ccc([N+](=O)[O-])cc1 (stereo unspecified)	1.2	x	x	6	97	x	x	x	-6	-1
COc1ccc(Oc2coc3cc(OC(=O)c4cncc(Br)c4)ccc3c2=O)cc1	1.1	0.9	1	10	101	-5	12	-3	-10	-6
COc1ccc(C(=O)Nc2nc(N)n(-c3ccccc3)n2)cc1	1.2	1	0.8	-3	100	22	3	5	3	-18
COc1ccc(Cc2nnc(SCC(=O)Nc3ncc(C)s3)o2)cc1	1	0.9	1.1	-16	94	-11	9	-21	16	0
CCNc1sc(C(=O)c2cccs2)c(N)c1-c1nc2ccccc2s1	1	0.7	1.1	51	105	-8	32	12	-51	17
Cc1ccc(NC(=O)CSc2nc(C)c(Cc3ccccc3)c(=O)[nH]2)cc1C	1.1	1	1	3	89	0	4	0	-3	-11
CCC(C)NC(=O)c1ccccc1C(=O)NC(C)CC (stereo unspecified)	1.2	0.9	1	-9	106	-5	12	3	9	-15
Clc1ccc(OCc2nn3c(C4CCCCC4)nnc3s2)cc1	0.91	0.8	1.1	2	96	-7	21	-45	-2	6
COc1cc(S(=O)(=O)N2CCC(O)(c3cccc(C(F)(F)F)c3)CC2)ccc1-n1cnnn1	0.9	0.9	1.1	4	95	-6	8	5	-4	-2
O=C(Nc1c(F)cc(F)cc1Br)c1cccnc1	0.86	0.9	1	7	106	1	13	4	-7	17
CCOC(=O)/C(C#N)=C/c1cn(CCC(=O)O)nc1-c1ccccc1	0.94	1	1.1	6	90	-7	5	-13	-6	9
COc1ccc(N2C(=O)C3CCCN3C2c2cccc(OC)c2OC)cc1 (stereo unspecified)	0.97	0.9	1	10	101	-4	12	-1	-10	-25
CCN(CC)S(=O)(=O)c1ccc(OC)c(N)c1	0.96	1	1	11	100	2	2	-2	-11	-14

Marked active in STAT1 activator (from the list above):
Molecule | NF-kB expr up | APP 5'UTR act | STAT1 activator | FLuc inhib CS | Diaph inh CS | APP 5UTR inh | TLR4 MyD88 comp
O=C(c1cc(COc2c(F)cccc2F)on1)N1CCC(c2ccccc2F)C1 (stereo unspecified) | 2.5 | 32 | 132* | -6 | 19 | -32 | -6

Carrying on:
SMILES	NF-kB expr up	Diaph act CS	FLuc act counter	APP 5'UTR act	STAT1 activator	FLuc inhib CS	Diaph inh CS	G6PDH CS	APP 5UTR inh	TLR4 MyD88 comp
CC(C)(C)OC(=O)N/N=C\c1ccc[nH]1	2.2	1	0.4	34	115	62*	4	1	-34	2
Nc1c(C(=O)Nc2ccc(F)cc2)nnn1-c1cccc(C(F)(F)F)c1	1.4	1	1.1	16	108	-11	3	3	-16	0
COc1ccc(C(=O)CSc2nnc(CNC(=O)c3ccc(OC)c(OC)c3)n2C)cc1	1	0.8	1	4	103	-2	16	-1	-4	-1
Cc1ccc(CNS(=O)(=O)c2ccc3c(c2)n(C)c(=O)c(=O)n3C)cc1	0.9	1	1	-3	98	-2	-1	5	3	13
COc1ccc(-c2nn(-c3ccccc3)cc2C(=O)N2CCOCC2)cc1	0.97	0.9	1	-3	89	-4	7	1	3	8
C=CCn1c(SCC(=O)c2cccs2)nc2sc(C)c(C)c2c1=O	1.8	0.8	1	-11	105	-4	15	5	11	-2
CCC1Oc2ccccc2N(CC(=O)NCCN2C(C)CCCC2C)C1=O (stereo unspecified)	1.1	1	1.1	29	95	-7	1	-4	-29	-16
COc1cc(C(=O)Nc2ccc(-c3nc4cc(C)ccc4o3)c(O)c2)cc(OC)c1OC	0.43	0.9	1.1	0	107	-9	10	-1	0	-2
Cc1ccnc(NC(=O)c2cccc(NC(=O)Cc3ccccc3)c2)c1	1.2	0.9	0.9	-19	91	7	11	12	19	-8
Cn1cccc1CC(=O)NNC(=S)NC(=O)c1ccccc1Br	0.73	0.8	1.1	15	114	-7	22	-2	-15	6
Cc1ccc(Oc2ccc(OCC(=O)NC(C)C(=O)O)cc2)cc1 (stereo unspecified)	1.7	0.9	1	-5	101	-4	11	7	5	3
COc1ccc(Cl)cc1S(=O)(=O)N1CCN(CC(=O)C(C)(C)C)CC1	0.84	0.9	1.1	-3	93	-10	14	-11	4	2
Cn1c(Cn2c(=O)sc3ccccc32)nnc1SCc1ccc(F)cc1	0.91	0.9	1	-6	113	-4	14	2	6	-6
C/C(=N\NC(=O)c1ccc(Cn2cc(Br)cn2)o1)c1cccc(NC(=O)C(C)(C)C)c1	0.53	1	1.1	22	96	-9	2	0	-22	6
Cc1ccc(C(=O)CN(C(=O)c2ccc(Cl)cc2)N2C(=O)CCC2=O)cc1	1.1	1	1	16	97	0	3	-3	-16	-2
O=S(=O)(NCc1cccnc1)c1cccn1-c1ncc(C(F)(F)F)cc1Cl	0.89	1.1	1.1	3	86	-8	-7	6	-3	-6
CC(=O)Nc1nc2ccc(C(=O)NCCOC(=O)C3CCCCC3)cc2s1	1.4	0.8	1.1	5	97	-7	20	11	-5	9
CCOc1ccc(-n2cc(C(=O)Nc3cccc(Cl)c3)c3cc(OC)c(OC)cc3c2=O)cc1	0.66	0.6	1	-8	96	-5	38	4	8	-1
CC1CN(C(=O)CSc2nc(-c3ccccc3)cs2)CC(C)O1 (stereo unspecified)	1.1	0.9	1	10	94	-1	8	10	-10	-6
CC(=O)Nc1ccccc1C(=O)C(=O)Nc1cccc(C(=O)N2CC(C)CC(C)C2)c1 (stereo unspecified)	1	0.8	1	-5	101	-3	19	-4	5	1
COc1ccc(CNS(=O)(=O)NCc2ccc(OC)c(OC)c2)cc1OC	1.1	1	1	0	100	-1	4	-1	0	2
CCOc1ccc(S(=O)(=O)N(CC(=O)NC2CCCCC2C)Cc2ccco2)cc1 (stereo unspecified)	0.98	0.9	1	-1	103	-4	11	14	1	-13
COc1ccc(-c2cn3ccc4ccccc4c3n2)cc1	14*	0.9	0.3	217*	120	68*	14	2	-217	-6
COC(=O)c1c(NC(=O)CCCC(=O)O)sc2c1CCC2	1	0.8	1	2	99	-3	20	5	-2	5
O=S1(=O)C=C(Sc2nc3cc(Cl)ccc3o2)c2ccccc21	0.85	1	1	-40	124	4	0	4	40	13

Next compounds follow:
SMILES	NF-kB expr up	Diaph act CS	FLuc act counter	APP 5'UTR act	STAT1 activator	FLuc inhib CS	Diaph inh CS	G6PDH CS	APP 5UTR inh	TLR4 MyD88 comp
COc1ccc(Cn2c(CCC(=O)Nc3ccc(CC#N)cc3)nc3cccnc32)cc1	1.1	0.9	1.1	-4	96	-6	15	2	4	10
CCn1cc(Cl)c(C(=O)NNC(=O)CCn2nc(C)c([N+](=O)[O-])c2C)n1	1.1	1	1.1	9	94	-5	4	5	-9	-17
COc1ccc(CCNC(=O)C2CCCN(S(C)(=O)=O)C2)cc1OC (stereo unspecified)	1	1	1	3	94	0	-3	0	-4	8
Cn1c(NC(=O)CC(C)(C)C)cc(=O)n(C)c1=O	1	0.9	1.1	14	96	-6	6	23	-14	-4
COCc1ccc2oc(C(=O)O)cc2c1	0.89	0.8	1	-13	99	5	18	-5	13	-3
Fc1ccc(Nc2nc(Oc3ccccc3F)nc(N3CCCC3)n2)cc1	0.9	1	1	-1	99	0	2	7	1	-1
CC(C)(C)c1cc(=O)n2[nH]c(N)nc2n1	0.94	0.9	1.1	2	94	-7	14	12	-2	3
CC1CCCN(S(=O)(=O)c2ccc(NC(=O)CCN3C(=O)c4ccccc4C3=O)cc2)C1 (stereo unspecified)	1	0.7	1.1	-15	102	-7	33	2	15	-2
O=C(Nc1cccc(OC(=O)c2ccco2)c1)c1ccco1	1.6	0.9	1	10	98	2	15	1	-10	-8
OC(c1ccc(Cl)cc1)c1nnc(-c2ccccc2)o1 (stereo unspecified)	1.5	0.9	1	3	100	-3	8	0	-3	2
CCOCC(=O)Nc1nc(C)cc(C)n1	1.3	1	1.1	9	100	-8	3	10	-9	-3
COc1ccc(-c2nnc(N(C)C(=O)c3cccnc3)s2)cc1	1.9	0.8	0.7	71	108	31	16	3	-71	-7
Cc1ccc2nc(NCCCN3CCOCC3)c(C=NCCCN3CCOCC3)c(=O)n2c1	1.1	1.3	1	33	97	-5	-28	-30	-33	6
Cc1ccc(S(=O)(=O)N(C)CC(=O)O/N=C(\N)c2ccccn2)cc1	0.92	0.9	1	6	100	-3	6	-3	-6	11
CCOC(=O)N1CCN(C(=O)c2ccc3c(=O)n(Cc4ccc(OC)cc4)c(=S)[nH]c3c2)CC1	0.94	0.8	1.1	19	91	-6	21	16	-19	1
C=C(C)CSc1nnc(-c2ccccc2)n1N	1.3	0.9	1	4	106	-4	8	6	-4	-12

Four compounds from above, sorted by the number in Diaph inh CS, descending.
compound | NF-kB expr up | APP 5'UTR act | STAT1 activator | FLuc inhib CS | Diaph inh CS | APP 5UTR inh | TLR4 MyD88 comp
COc1ccc(-c2nnc(N(C)C(=O)c3cccnc3)s2)cc1 | 1.9 | 71 | 108 | 31 | 16 | -71 | -7
CC(C)(C)c1cc(=O)n2[nH]c(N)nc2n1 | 0.94 | 2 | 94 | -7 | 14 | -2 | 3
CCOCC(=O)Nc1nc(C)cc(C)n1 | 1.3 | 9 | 100 | -8 | 3 | -9 | -3
COc1ccc(CCNC(=O)C2CCCN(S(C)(=O)=O)C2)cc1OC (stereo unspecified) | 1 | 3 | 94 | 0 | -3 | -4 | 8
